Assay outcomes: PubChem, several laboratories
NSD2 HMT inh: blocks human histone methyltransferase NSD2. O96028. NSD2 peptide methylation, AlphaScreen, 120 min. inhibition, % at 12.5 µM. hit rate 0.54% among 310,000. AID 743445; in the data active = inhibition above about 50%
dFosB act: enhances mouse delta FosB homodimer DNA binding. P13346. hit rate 0.99% among 340,000. AID 493131. purified delta FosB, TAMRA-CDK5 oligo fluorescence polarization; percent of positive-control signal above neutral wells. activation, % at 25 µM;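 active = mean activation above about 17%, with every replicate also reaching it, limit read from the data, passing the limit was not always enough; inconclusive = only one of the two conditions met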;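 also: fluorescence polarization rise as delta FosB binds a TAMRA Cdk5 AP-1 oligo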
Target sequence (P13346 whole entry, looked up): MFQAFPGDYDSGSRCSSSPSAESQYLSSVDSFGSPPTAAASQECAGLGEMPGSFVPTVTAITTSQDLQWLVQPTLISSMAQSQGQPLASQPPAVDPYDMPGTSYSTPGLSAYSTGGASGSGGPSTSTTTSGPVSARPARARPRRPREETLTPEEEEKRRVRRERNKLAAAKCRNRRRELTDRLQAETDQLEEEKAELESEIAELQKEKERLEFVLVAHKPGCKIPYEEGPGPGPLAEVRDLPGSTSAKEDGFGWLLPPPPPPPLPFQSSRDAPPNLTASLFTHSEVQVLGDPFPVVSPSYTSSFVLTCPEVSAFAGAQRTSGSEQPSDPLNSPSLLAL
MITF TRPM1 HTS: activators of MITF-driven TRPM1 promoter activity in SK-MEL-5 cells. SK-MEL-5 TRPM1-promoter luciferase, 24 h; % of positive control, neutral wells = 0. activation, % at 12.5 µM. hit rate 0.75% among 300,000;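 active = mean activation of at least 80% with every replicate also reaching 80%; inconclusive = mean reaches 80% but some replicate falls short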;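 also: 0% = neutral control wells and 100% = parthenolide positive control wells; values of inactives mirror those of a sister screen read the other way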
Wnt bcat act: Wnt/beta-catenin pathway activation; Wnt/beta-catenin reporter cell assay, activator, plate reader; activation, % at 9.35 µM; hit rate 1.2% among 300,000; AID 743398; in the data active = activation above about 30%, passing the limit was not always enough; inconclusive = no clear call, values can overlap the other calls;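 also: 0% = neutral control wells and 100% = positive control wells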
HTR5A inv ag: inverse agonist of human HTR5A in OPRM1-OPRD1 counter-screen; P47898; hit rate 0.083% among 340,000; HTR5A cell line, luminescence, inverse agonism; inhibition, % at 9.3 µM; in the data active = inhibition mostly above about 23%, no sharp cut-off; inactive = mostly below about 18%;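 also: 0% = cells with DMSO and 100% = no-cell wells with DMSO; some compounds called inactive have numbers as strong as hits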
V-ATPase pHluor: regulators of yeast V-ATPase proton transport; S. cerevisiae, pHLuorin cytosolic pH fluorescence; response, % at 10 µM; hit rate 0.37% among 350,000; AID 504577; in the data active = response mostly above about 7.3%, no sharp cut-off; inactive = mostly below about 5.4%; also: actives read high; inactives centre near 0; some compounds called inactive have numbers as strong as hits; reference of the scale not given here
SR-BI DiI inh: mouse SR-BI HDL lipid transfer inhibition. Q61009. ldlA[mSR-BI] CHO cells, DiI-HDL uptake fluorescence, 3 h. inhibition, % at 12.5 µM. hit rate 0.96% among 320,000. AID 488896;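 active = mean replicate inhibition of at least 70% and a set share of replicates each scoring 70 or more; inconclusive = meets just one of the two criteria; inactive = fails both criteria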;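 also: 0% = median of neutral control wells and 100% = median of positive control wells; values of inactives mirror those of a sister screen read the other way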
Target sequence (Q61009 whole entry, looked up): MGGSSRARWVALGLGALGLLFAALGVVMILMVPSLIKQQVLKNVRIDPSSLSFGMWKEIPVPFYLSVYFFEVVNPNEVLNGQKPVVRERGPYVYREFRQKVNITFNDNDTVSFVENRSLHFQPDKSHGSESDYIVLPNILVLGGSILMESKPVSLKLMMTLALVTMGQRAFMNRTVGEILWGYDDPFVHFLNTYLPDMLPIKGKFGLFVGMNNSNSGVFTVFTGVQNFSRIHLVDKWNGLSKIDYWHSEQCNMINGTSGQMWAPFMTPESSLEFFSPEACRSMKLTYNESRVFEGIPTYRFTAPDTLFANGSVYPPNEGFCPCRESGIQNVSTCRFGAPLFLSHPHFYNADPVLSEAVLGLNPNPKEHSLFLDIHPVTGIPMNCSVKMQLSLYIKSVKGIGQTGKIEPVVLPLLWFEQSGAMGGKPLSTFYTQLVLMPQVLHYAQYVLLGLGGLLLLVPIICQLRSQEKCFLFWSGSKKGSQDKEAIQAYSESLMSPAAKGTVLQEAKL
CDK5 inh: blocks human CDK5/p35 kinase activity; Q00535+Q15078; Recombinant CDK5/p35, ADP-Glo luminescence, 60 min; inhibition, % at 10 µM; hit rate 0.01% among 330,000; AID 488839;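 active = highest replicate inhibition of at least 50% and at least 75% of replicates reaching 50%; inconclusive = only one of the two criteria met; inactive = both criteria failed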;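 also: plate controls were DMSO neutral control for no effect and GW8510 at 10 µM for full effect; many of its hits are not listed in these tables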
PvdQ acylase: blocks Pseudomonas aeruginosa PvdQ acylase activity | purified PvdQ acylase, fluorescence plate reader | hit rate 0.063% among 340,000 | AID 488965 | inhibition, % at 10 µM; in the data active = inhibition above about 30%, passing the limit was not always enough; inconclusive = no clear call, values can overlap the other calls;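 also: 0% = vehicle neutral wells and 100% = reference inhibitor wells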
HTR5A ag: counter-screen for OPRM1-OPRD1 agonists: human HTR5A agonism. P47898. HTR5A agonist assay, luminescence, cell-based. activation, % at 9.3 µM. hit rate 0.61% among 340,000; in the data active = activation mostly above about 9.5%, no sharp cut-off; inactive = mostly below about 7.6%;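 also: 0% = cells with vehicle only and 100% = reference agonist; strong numbers were not always called active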
Starred values were filed as active, the others as inactive; u = inconclusive; x = no result given.

Every second line gives: HTR5A inv ag	SR-BI DiI inh	NSD2 HMT inh	MITF TRPM1 HTS	V-ATPase pHluor	CDK5 inh	PvdQ acylase	dFosB act	Wnt bcat act	HTR5A ag
[1] O=C(NCc1ccc2c(c1)OCO2)c1cc(-n2cnnc2)ccc1Cl
 : -23	-12	2	x	5	0.1	-6	1	4	5
[2] O=C(Nc1nc(-c2ccc(F)c(F)c2)cs1)c1ccc(OCC2CCCO2)cc1 (centres undefined)
 : -34	38	-1	-27	-1	-0.7	-9	-2	-10	5
[3] O=C(Nc1cc2c3c(c1)CC(=O)N3CCC2)c1ccccc1F
 : -27	31	-1	8	-1	-8.8	-27	5	-2	10
[4] COc1ccc2c(c1)sc1nc(=O)ccn12
 : -10	-18	2	x	0	0.2	-10	-9	-3	3
[5] O=Cc1ccc(N2CCCC2)o1
 : 8	6	1	-1	1	1.3	-10	-5	2	1
[6] COc1ccc(OC)c(NC(=S)N2CCN(Cc3ccccc3)CC2)c1
 : -3	4	2	-13	-2	0.1	6	-1	x	1
[7] CC(NC(=O)/C(C#N)=C/c1ccc(N2CCOCC2)cc1)c1ccccc1 (centres undefined)
 : -6	25	-15	17	-1	-0.5	0	-11	-3	3
[8] O=C(NC1CCCN(Cc2ccccc2F)C1)c1cccs1 (centres undefined)
 : 2	-7	4	15	-4	x	1	-6	-1	1
[9] N/N=C/C(=N\Nc1ccc(Cl)cc1)C(=O)c1ccncc1
 : 8	x	-6	-2	-3	1.2	-8	0	0	7
[10] Cc1cccc(NC(=O)CC(=O)Nc2cccc(C)c2)c1
 : -9	23	0	-10	7	1.2	-11	-6	1	2
[11] CSCC(C)N1CCC(Oc2cccc(C(=O)NCc3ccccn3)c2)CC1 (centres undefined)
 : -8	-6	0	-4	1	-4.0	-5	-4	11	-3
[12] CC1CCCCN1C(=O)C1COc2ccccc2O1 (centres undefined)
 : 3	x	3	-4	0	-3.3	-6	2	1	-1
[13] CC(=Nc1ccccc1O)c1sc2ccccc2c1O
 : -1	x	6	49	4	-1.8	-11	-13	86*	2
[14] Cc1cccn2c(=O)nc(SCC(=O)c3ccc(Cl)cc3)nc12
 : 3	-3	x	10	1	2.7	-8	-20	1	-1
[15] CN1CCN(CC(=O)Nc2nc3ccccc3s2)CC1
 : -44	-4	1	21	-2	1.0	-22	-2	1	6
[16] CC1CCCCC1NC(=O)Cn1cnc2c1c(=O)n(C)c(=O)n2C (centres undefined)
 : x	10	-2	10	0	-2.4	-4	-14	-2	x
[17] O=C(COc1ccc(Cl)cc1)NCCN1CCCCC1
 : -14	-19	2	-5	-2	2.2	-10	-5	0	5
[18] CC(C)(CO)NC12CC3CC(CC(C3)C1)C2
 : 2	-13	0	19	-2	1.5	5	2	2	3
[19] C#CCNC(=O)C1=C[C@H](c2csc3ccccc23)C[C@H](OCc2ccc(CO)cc2)O1
 : -3	20	x	-5	-3	1.4	-11	-7	-4	-4
[20] O=C(c1ccc(S(=O)(=O)N2CCOCC2)cc1)N1CCN(c2cccc(Cl)c2)CC1
 : -5	16	-1	-6	3	-1.2	-12	-10	-5	0
[21] CCN(CC)S(=O)(=O)c1cccc(C(=O)Nc2nnc(C)s2)c1
 : 8	4	-12	1	-2	-0.6	-5	-4	-14	-3
[22] CC(Sc1nc2ncc(Cl)cc2[nH]1)C(=O)Nc1ccc(C(N)=O)cc1 (centres undefined)
 : 15	-18	4	-16	3	0.8	-13	-4	2	-5
[23] CCN1CCN(CCNC(=O)C2CCCN(Cc3nc(-c4cccc(Cl)c4)oc3C)C2)CC1 (centres undefined)
 : 5	-25	x	x	-2	0.9	-7	-10	-4	-2
[24] C#CCN(CC=C)C(=O)CCc1nnc(COc2ccccc2)o1
 : 6	-21	x	38	1	2.0	-14	0	-6	-3
[25] CSCC[C@H](NC(=O)OC(C)(C)C)c1nnc(SCc2ccccc2)o1
 : 10	-50	-2	-3	-1	-1.1	7	-13	x	-4
[26] COc1ccc(N2C(=O)CC(NNC(=O)c3ccc(Br)s3)C2=O)cc1 (centres undefined)
 : -5	6	2	-4	3	-2.7	2	45*	-6	-1
[27] CCOc1ccc(S(=O)(=O)NC2CCCCC2C)cc1 (centres undefined)
 : -22	-2	10	-3	3	-0.1	-12	-7	2	-2
[28] COc1ccc2c(c1)nc(SCC(C)O)n2C (centres undefined)
 : 8	2	-1	21	1	-0.1	-18	3	1	-2
[29] COc1ccc(C(=O)NC(C)c2nnc(SCC(=O)Nc3nc(C)cs3)n2C)cc1 (centres undefined)
 : -2	-15	6	-1	-1	-0.8	-18	-10	x	3
[30] Oc1ccc2c(c1)c1c3n2CCNC3CCC1 (centres undefined)
 : -2	-8	6	-3	2	-0.4	15	4	x	1
[31] CCOC(=O)c1c(S(=O)(=O)NCCc2cccs2)c(C)n(C)c1C
 : 21	10	2	7	-5	-0.8	2	-1	-1	2
[32] CSCCC(NC(=O)COc1ccccc1)C(=O)N(C)CC(=O)Nc1ccc(C)cc1 (centres undefined)
 : -7	14	1	0	1	1.3	-4	-11	-3	-2
[33] O=C(c1cccc(Cl)c1)N1CCN(Cc2ccccc2F)CC1
 : 7	x	-1	-10	-2	-0.4	-7	-11	x	6
[34] COC(=O)c1c(C)[nH]c(C(=O)C(C)OC(=O)c2cnc(C)cn2)c1C (centres undefined)
 : -34	-11	-2	-5	-3	-1.8	-8	-6	-4	12
[35] COCC1CCN(Cc2cn(-c3ccccc3F)nc2-c2cc(C)sc2C)CC1
 : -12	x	x	10	-5	2.7	-12	-11	-2	-1
[36] C[C@H](NC(=O)c1ccc2ccccc2c1)C(=O)N1CCC2(CC1)NCCc1[nH]cnc12
 : -3	-9	5	-1	2	1.3	-16	-3	-2	1
[37] CC(=O)N1CCN(C(=O)COC(=O)CNC(=O)c2ccc(C)cc2)CC1
 : -13	-20	-2	-3	0	0.6	4	-1	1	5
[38] CCS(=O)(=O)N1Cc2ccccc2CC1C(=O)Nc1nnc(SCc2c(Cl)cccc2Cl)s1 (centres undefined)
 : -32	16	x	-3	4	0.6	5	3	-1	5
[39] O=C(NCC1(c2ccccc2)CCCC1)c1cccc(Br)c1
 : 11	-18	x	1	-1	0.2	7	-5	x	10
[40] COc1ccccc1NC(=O)c1cccc2c(Br)cccc12
 : -27	70	-2	-14	-3	-0.1	-10	6	1	7
[41] COc1cc(C)ccc1S(=O)(=O)NC1CC(C)(C)NC(C)(C)C1
 : -1	6	-2	-5	0	-1.2	-20	0	-4	0
[42] CCN1CCN(C(c2ccccc2)c2nnnn2Cc2ccccc2)CC1 (centres undefined)
 : 22	-19	0	15	7	-0.9	-4	-14	x	4
[43] COc1ccc(CCNC(=O)C2CC(c3cccc([N+](=O)[O-])c3)=NO2)cc1 (centres undefined)
 : -9	-32	x	76	-5	0.6	-10	-3	15	1
[44] COc1ccc(-n2c(C)nc3cc(C(=O)O)ccc32)cc1
 : -8	-24	-3	12	0	-0.6	-17	-3	x	0
[45] CN(C)c1cc[n+](CC(=O)N2c3ccccc3Sc3ccccc32)cc1
 : 7	-24	11	-5	0	-0.3	-11	-12	0	-4
[46] CN(Cc1nc2ccccc2[nH]1)C(=O)C1CCC(=O)N(CCc2cccc(F)c2)C1 (centres undefined)
 : 20	-14	6	-7	-1	0.9	-11	0	1	-3
[47] COc1ccc(-c2cc3ccc(F)cc3cn2)cc1
 : -4	22	x	55	5	-1.7	-4	1	u	3
[48] COc1ccc2c(c1OC)C(=O)N1C2SC[C@H]1C(=O)NC1CCCC1 (some centres undefined)
 : 0	-36	-1	0	-1	-0.3	-9	-3	-2	0
[49] CC(=O)c1cccc(NC(=O)COC(=O)CCc2ccc(S(=O)(=O)N3CCOCC3)cc2)c1
 : -25	-9	-1	8	2	-1.1	4	-2	-1	-2
[50] Fc1ccc(-c2ccnc3nc(N4CCOCC4)nn23)cc1
 : -22	1	13	5	-2	0.5	-9	1	x	0

Next results follow.
Every second line gives: HTR5A inv ag	SR-BI DiI inh	NSD2 HMT inh	MITF TRPM1 HTS	V-ATPase pHluor	CDK5 inh	PvdQ acylase	dFosB act	Wnt bcat act	HTR5A ag
[51] COC(=O)c1sccc1S(=O)(=O)Nc1ccc(S(N)(=O)=O)cc1
 : 0	-25	-1	-5	-4	1.3	-3	-4	0	0
[52] COc1ccc(OCCCC(=O)OC(C)C(=O)Nc2ccccc2[N+](=O)[O-])cc1 (centres undefined)
 : -25	0	4	-1	-3	0.3	7	2	-2	3
[53] CN(C(=O)COC(=O)c1cc(=O)[nH]c2ccccc12)C1CCCCC1
 : 10	-4	-1	34	-3	-1.7	4	-17	61*	-1
[54] O=C(CSc1nc(-c2ccco2)cc(C(F)(F)F)n1)N1CCN(Cc2ccccc2)CC1
 : -22	32	x	-4	0	-1.8	-6	-22	-3	9
[55] O=c1[nH]c(C(Cl)Cl)nc2sc3c(c12)CCN(Cc1ccccc1)C3
 : 11	-16	5	12	-4	x	-9	-8	-4	4
[56] O=C(CC1CC2CCC1C2)OCC(=O)c1c[nH]c2ccccc12 (centres undefined)
 : 22	x	0	16	-3	-0.5	-9	-15	1	15*
